PLK1 kinase inh = inhibitors of human PLK1 kinase; inhibition, % at 10 µM; recombinant PLK1 kinase, TR-FRET peptide phosphorylation; 97,000 compounds, 0.53% hits;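 active = inhibition of 50% or more in the single-concentration screen; inactive = inhibition below 50%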;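 also: 0% = DMSO max control and 100% = H-89 dihydrochloride min control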
Target sequence (P53350 whole entry, looked up): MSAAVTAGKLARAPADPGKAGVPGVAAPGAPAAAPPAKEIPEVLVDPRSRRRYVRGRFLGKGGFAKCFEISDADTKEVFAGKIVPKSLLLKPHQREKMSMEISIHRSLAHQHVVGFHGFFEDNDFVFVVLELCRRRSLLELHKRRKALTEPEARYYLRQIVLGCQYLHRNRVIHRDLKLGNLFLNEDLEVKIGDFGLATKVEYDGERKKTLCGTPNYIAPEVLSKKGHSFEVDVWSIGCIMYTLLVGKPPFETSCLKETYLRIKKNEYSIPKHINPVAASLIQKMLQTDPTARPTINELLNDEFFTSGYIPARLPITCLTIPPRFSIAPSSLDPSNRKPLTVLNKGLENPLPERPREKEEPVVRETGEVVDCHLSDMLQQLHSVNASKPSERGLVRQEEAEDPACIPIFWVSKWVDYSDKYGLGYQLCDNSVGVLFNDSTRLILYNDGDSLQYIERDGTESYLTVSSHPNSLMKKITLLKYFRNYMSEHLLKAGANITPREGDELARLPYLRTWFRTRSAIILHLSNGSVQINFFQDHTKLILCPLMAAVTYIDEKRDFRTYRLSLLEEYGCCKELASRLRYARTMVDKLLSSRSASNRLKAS
S1P2 antag = blocks the human S1P2 receptor. cell-based S1P2 antagonist assay, inhibition at 5 uM. 97,000 compounds, 0.21% hits. O95136. inhibition, % at 5 µM; in the data active = inhibition above about 45%;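 also: CRE beta-lactamase reporter cells expressing human S1P2 stimulated with S1P; 0% = agonist at EC80 alone and 100% = agonist plus reference antagonist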
Target sequence (O95136 whole entry, looked up): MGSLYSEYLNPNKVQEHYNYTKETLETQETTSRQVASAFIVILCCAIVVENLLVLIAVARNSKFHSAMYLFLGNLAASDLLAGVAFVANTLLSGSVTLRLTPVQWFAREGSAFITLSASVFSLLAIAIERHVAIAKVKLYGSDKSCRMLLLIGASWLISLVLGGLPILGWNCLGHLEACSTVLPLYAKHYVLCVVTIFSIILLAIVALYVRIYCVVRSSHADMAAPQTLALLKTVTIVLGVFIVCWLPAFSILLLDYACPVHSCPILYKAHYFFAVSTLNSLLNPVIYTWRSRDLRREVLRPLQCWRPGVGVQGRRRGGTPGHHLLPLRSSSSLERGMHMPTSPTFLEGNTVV
Plk1 PBD FP = inhibitors of human Plk1 polo box domain binding; AID 693; Plk1 PBD phosphopeptide binding, fluorescence polarization; 97,000 compounds, 0.13% hits; inhibition, %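 (tested at about 20 µM)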; in the data active = inhibition above about 34%, passing the limit was not always enough
S1P2 ag = S1P2 (human) receptor agonism | S1P2-expressing cell line, agonist reporter read-out | activation, % at 4.5 µM | 97,000 compounds, 0.46% hits; in the data active = activation above about 16%;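 also: 0% = vehicle low control and 100% = maximal reference agonist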
PLAP activator = activates human placental alkaline phosphatase; P05187; purified PLAP enzyme, luminescent substrate read-out; hits give high values; activation fold at 20 µM; 96,000 compounds, 1.2% hits; AID 696; in the data active = activation fold above about 2
FAK blocker = blocks human focal adhesion kinase activity; biochemical FAK kinase activity assay; inhibition, %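 (tested at 7 µM)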; 97,000 compounds, 0.84% hits; in the data active = inhibition above about 19%;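 also: 0% = DMSO and 100% = reference compound high control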
Rev-RRE block = inhibitors of HIV-1 Rev-RRE RNA interaction; P05866; Rev peptide-RRE RNA binding, FRET; inhibition, % at 8 µM; 97,000 compounds, 0.79% hits;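 active = inhibition above the screen-wide mean plus 3 SD, cut at about 35% in these data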;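 also: 0% = median DMSO wells and 100% = median Neomycin B control wells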
Target sequence (P05866 whole entry, looked up): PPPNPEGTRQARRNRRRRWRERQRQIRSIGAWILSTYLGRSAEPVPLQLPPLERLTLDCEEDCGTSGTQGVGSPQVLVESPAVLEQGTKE
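Material: labelled RRE RNA duplex and labelled Rev peptide / Buffer or medium: HEPES pH 7.5 salt buffer with EDTA / Compound dosing: single point, 8 µM final nominal compound concentration / Benchmarks: DMSO low control, neomycin B high control / Timing: 5 min preincubation and 15 min binding, 25 °C / Technique: FRET fluorescence readout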
MT1-MMP txn act = MT1-MMP promoter transcription activation; HT1080 MT1-MMP promoter luciferase reporter, luminescence, overnight; hits give high values; activation factor at 10 µM; AID 750; 86,000 compounds, 0.16% hits;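 active = activation factor of at least 2 for MT1-MMP transcription at 10 µM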
EphB4 antag = blocks human EphB4 binding to ephrin-B2; P54760; EphB4 LBD / TNYL-RAW-Alexa532 peptide, fluorescence polarization; inhibition, % at 7 µM; 97,000 compounds, 0.15% hits; AID 720;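 active = inhibition above the screen-wide mean inhibition plus 3 SD, cut at about 15% in these data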;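 also: 0% = DMSO wells and 100% = excess unlabeled TNYL-RAW peptide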
* hit, by the source's call; . = not tested or not shown; [ ] = dose if it differs, or a comment.

SMILES	PLK1 kinase inh	S1P2 antag	Plk1 PBD FP	S1P2 ag	PLAP activator	FAK blocker	Rev-RRE block	MT1-MMP txn act	EphB4 antag
COc1ccc(OC)c(Nc2nc(N)nc(CSc3nnc(N)s3)n2)c1	-9	-30	3	-10	0.8	1	-2	.	-7
CC(C)COC(=O)n1c(SCC(=O)N(C)C)nc2ccccc21	-11	1	11	-4	1.7	-1	7	1.1	6
CCOC(=O)C1C2C=CC3(CN(c4cccc(Cl)c4)C(=O)C13)O2 (stereo unspecified)	2	-15	7	-2	1	0	5	.	-3
COc1ccc(C(=O)N2CCN(C(C)=O)CC2)cc1S(=O)(=O)NCc1ccc(Cl)cc1	2	5	-25	-1	1.2	0	2	1.2	-6
Cn1c(SCc2nnc(-c3ccc(F)cc3)o2)nnc1C1COc2ccccc2O1 (stereo unspecified)	-2	5	23	-3	1.2	-3	4	1	-1
Cn1c(-c2ccccc2)cccc1=O	-2	7	-23	-7	1.2	-1	9	1.1	6
COC(=O)c1cccc(N(C(=O)CNC(=O)c2ccco2)C(C(=O)NC2CCCC2)c2ccco2)c1 (stereo unspecified)	-12	10	13	-5	1.5	4	0	1.2	4
COc1ccc(C(=O)NCCc2cn3ccc(C)cc3n2)cc1	2	0	-7	-6	1	1	3	.	-5
CCOC(=O)c1cnc2ccc(Cl)cc2c1NCCN(C)C	-10	8	16	0	.	5	10	1.3	7
O=C(O)Cn1nc(-c2ccc(F)cc2)oc1=O	8	-12	-18	-3	0.9	0	9	1	-8
Cc1nc2ccccc2n1C(=O)c1cc(-c2ccc(Br)cc2)nc2ccccc12	-12	-17	-13	-5	1.3	-1	13	.	-2
CN(C)c1nc(-c2ccccc2)cc(C(F)(F)F)c1C#N	-10	-5	-3	0	1	0	17	.	0
CCN(CC(=O)NC1CCS(=O)(=O)C1)c1nc(-c2ccccc2)nc2ccccc12 (stereo unspecified)	-9	15	9	-4	1.1	11	11	1.1	13
COc1ccc(NC(=O)c2cnc(C)cn2)cc1-n1cnnn1	-7	-7	0	-7	1.1	-2	3	1	-5
COC(=O)C(C)NC(=O)C1CCCN1S(=O)(=O)c1cc(C)c(Cl)cc1C (stereo unspecified)	-10	6	-15	-2	1.2	0	0	1	1
O=C(NCN1C(=O)C2C3C=CC(C3)C2C1=O)Nc1nccs1 (stereo unspecified)	-5	4	15	-4	.	8	8	1	1
O=c1cc(N2CCOCC2)[nH]c(=O)n1Cc1ccc(F)cc1	69*	-6	-17	-1	1	0	8	1.1	-2
CC(=O)c1noc(C)c1C(=O)Nc1nccs1	-8	-8	3	-7	0.9	0	6	1.1	-2
Cc1cc(C(=O)NCCCN2CC(C)CC(C)C2)n(-c2ccccc2)n1 (stereo unspecified)	-2	9	-4	-5	1.5	3	5	.	-1
N#CC1=C(N)OC2=C(C(=O)CCC2)C12CCC1(CC2)OCCO1	-9	5	-31	-4	1.1	-3	7	1.2	-2
O=C(Cn1c(C(F)(F)F)nc2ccccc21)c1ccccc1	-11	22	-18	-9	1	3	8	.	7
CCOC(=O)CC(NC(=O)c1ccco1)c1ccc(C)cc1 (stereo unspecified)	-3	-15	26	-2	0.9	-1	-1	1	-7
O=C(NCC1CCCO1)c1c(O)c2c([nH]c1=O)CCCC2 (stereo unspecified)	0	14	-28	-7	1	-3	6	1.3	5
O=[N+]([O-])c1ccc(Cl)c(/C=N/N2CCN(c3ccccc3)CC2)c1	-5	-11	11	-4	1	-1	1	.	1
CCN(CC)CCCN1C(=O)C(=O)/C(=C(/O)c2ccc(C)cc2)C1c1ccccn1 (stereo unspecified)	-3	-26	11	2	0.9	-1	2	1.1	1
C=CCOC(=O)C1=C(C)Nc2nnnn2C1c1ccc(OC)cc1OC (stereo unspecified)	-9	-7	-5	-2	0.8	1	9	0.9	2
O=C1CCN(N=Nc2cccc(Cl)c2)N1	7	-15	-12	-9	1.6	0	-1	.	-5
O=C(Nc1ccccc1Cl)c1cccc(NC(=O)C2C3CC4OC(=O)C2C4C3)c1 (stereo unspecified)	-33	-38	31	1	0.7	0	3	.	-3
Cc1ccc(N2C(=O)C3N=NN(CC(=O)N4N=C(c5cccc6ccccc56)CC4c4ccccc4)C3C2=O)cc1 (stereo unspecified)	-8	6	-18	-6	.	-1	0	1.1	3
COc1ccc(OC)c(C2C(C(C)=O)=C(O)C(=O)N2Cc2cccnc2)c1 (stereo unspecified)	-13	14	-5	-2	0.9	3	3	1.3	-3

Quoted from the listing:
`COc1ccc(OC)c(C2C(C(C)=O)=C(O)C(=O)N2Cc2cccnc2)c1` (stereo unspecified) in FAK blocker: 3
`O=[N+]([O-])c1ccc(Cl)c(/C=N/N2CCN(c3ccccc3)CC2)c1` in PLAP activator: 1

4 entries drawn at random from the list so far:
SMILES	PLK1 kinase inh	S1P2 antag	Plk1 PBD FP	S1P2 ag	PLAP activator	FAK blocker	Rev-RRE block	MT1-MMP txn act	EphB4 antag
N#CC1=C(N)OC2=C(C(=O)CCC2)C12CCC1(CC2)OCCO1	-9	5	-31	-4	1.1	-3	7	1.2	-2
O=C(NCC1CCCO1)c1c(O)c2c([nH]c1=O)CCCC2 (stereo unspecified)	0	14	-28	-7	1	-3	6	1.3	5
CCN(CC)CCCN1C(=O)C(=O)/C(=C(/O)c2ccc(C)cc2)C1c1ccccn1 (stereo unspecified)	-3	-26	11	2	0.9	-1	2	1.1	1
O=C(NCN1C(=O)C2C3C=CC(C3)C2C1=O)Nc1nccs1 (stereo unspecified)	-5	4	15	-4	.	8	8	1	1

(continued)
SMILES	PLK1 kinase inh	S1P2 antag	Plk1 PBD FP	S1P2 ag	PLAP activator	FAK blocker	Rev-RRE block	MT1-MMP txn act	EphB4 antag
COc1ccc(-c2nc3ncccn3c2Nc2ccc3c(c2)OCCO3)cc1	-2	-15	15	-2	1	-2	6	.	7
COC(=O)C1C(=O)C2=C(CC1C)NC(C)=C(C(=O)OCCOc1ccccc1)C2c1ccc(C)o1 (stereo unspecified)	-17	16	-20	-6	.	7	6	1.1	-1
COC(=O)c1ccc(NC(=O)CN(c2ccc(C)cc2)S(=O)(=O)c2c(C)nn(C)c2C)cc1	-18	-13	-20	-5	0.9	-1	12	1.1	5
O=C(Cc1ccccc1)N1CCCC(c2nc(-c3ccc(S(=O)(=O)N4CCCC4)cc3)no2)C1 (stereo unspecified)	-8	-10	19	-1	1.2	-2	10	1.1	0
COC(=O)c1cc(OC)c(OC)c(OC)c1NC(=O)c1ccc(S(=O)(=O)N(C)C)cc1	3	15	-12	-7	1	3	1	1.1	6
c1ccc(C(c2nnnn2C2CCCC2)N2CCN(c3nc4ccccc4s3)CC2)cc1 (stereo unspecified)	-16	-44	15	0	.	-2	6	1.1	2
O=C(Nc1ccccc1)OCCNC(=O)c1cccc(Cl)c1	-3	7	13	-8	0.7	1	-1	1.3	0
CCOC(=O)CN(C(=O)CSc1nnc(Cc2ccccc2)n1-c1ccc(C)cc1)c1ccccc1	-11	-12	-15	-4	.	2	-2	1.3	-2
C=CCn1c(-c2csc(-c3ccc(Cl)cc3)n2)n[nH]c1=S	-11	1	21	-1	1.5	-1	3	.	-1
Nc1c(C(=O)C2CC2)sc2nc(-c3ccccc3)cc(C(F)(F)F)c12	-29	2	18	-8	.	1	112*[fluorescence artefact?]	1.1	2
CC1CCCCC1NC(=O)c1ccc(N2CCCC2=O)cc1 (stereo unspecified)	-22	-14	-11	-7	1	-2	2	1.5	-10
COc1ccccc1NC(=O)C12CC3CC(C1)CC(c1ccc(C)cc1)(C3)C2	-8	2	-17	-4	0.8	-1	15	.	-7
Clc1ccc(CSc2nnc(CN3CCOCC3)n2-c2ccccc2)cc1Cl	1	-1	25	-4	1.8	1	8	.	4
NNC(=O)C=C1CCN(c2ncc(C(F)(F)F)cc2Cl)CC1	-12	1	16	-5	1	1	1	.	3
Cc1cccc(NC(=S)NC(=O)c2cc(-c3ccccc3)nc3ccccc23)c1	-14	-6	-5	-5	0.9	-5	0	.	0
CCOC(=O)c1nnc(-c2ccccc2)nc1NC	-8	-9	7	-3	1	-9	-2	.	2
CCOC(=O)c1cnc(-c2ccccc2)[nH]c1=O	-7	6	5	-4	1	3	11	1.5	-1
Cn1cnnc1SCC(=O)c1ccc2c(c1)OCO2	-9	-9	-2	-3	0.7	2	3	1.2	-2
COCCCn1cnnc1SCC(=O)Nc1ccc(S(=O)(=O)N2CCCC2)cc1	-5	-5	11	-6	0.7	0	3	.	3
COC(=O)c1c(C)oc2ccc(N(C(=O)c3ccncc3)S(=O)(=O)c3ccc(C)cc3)cc12	-5	17	16	-5	1.7	5	3	.	-6
CCOC(=O)CN1C(=O)C(O)(C2CCc3ccccc3C2=O)c2ccccc21 (stereo unspecified)	-16	5	-1	-2	1.2	-1	9	1.2	4
CC(C)(CNC(=O)c1ccc([N+](=O)[O-])c(Cl)c1)CNC(=O)c1ccc([N+](=O)[O-])c(Cl)c1	-6	17	-11	-4	1.2	1	17	.	11
CCOCCOC(=O)c1[nH]c2c(c1C)C(=O)CC(c1ccc(N(C)C)cc1)C2 (stereo unspecified)	-20	-8	0	-3	1.1	2	-4	1.1	-4
CCC(C(=O)O)n1c(C(F)(F)F)nc2ccccc21 (stereo unspecified)	-10	-16	3	-3	0.9	-1	5	0.9	-4
Nc1ccc(-c2nnc(-c3ccc(-c4ccccc4)cc3)o2)cc1	-14	11	-1	0	0.9	4	5	1.9	8
O=c1[nH]c2ccccc2c(=O)n1CCCO	-1	-5	-32	-4	1	-2	4	1.1	6
COc1ccc(C(=O)CSc2nc3nc(C)cc(C)c3c(=O)[nH]2)cc1OC	-1	-11	-13	-3	.	-1	9	1.1	1
COC(=O)c1cc(Br)ccc1NC(=O)Nc1ccc(C)cc1	-3	34	-11	-2	.	7	2	.	10
Cc1cc(C)nc(SC(C)C(=O)Nc2ccc(S(N)(=O)=O)cc2)n1 (stereo unspecified)	-7	9	4	-3	1	0	0	1.1	7
COC(=O)Cc1cc(=O)[nH]c(/N=C(\N)Nc2ccc(C)cc2)n1	-9	-9	7	-3	2.1*	-2	4	1.1	-4
CCOC(=O)COc1c(-c2ccc(OC)cc2)oc2ccccc2c1=O	-11	-10	-18	-2	.	0	13	1.1	-1

A different layout for 4 compounds above:
CCOC(=O)COc1c(-c2ccc(OC)cc2)oc2ccccc2c1=O
  PLK1 kinase inh = -11; S1P2 antag = -10; Plk1 PBD FP = -18; S1P2 ag = -2; PLAP activator = .; FAK blocker = 0; Rev-RRE block = 13; MT1-MMP txn act = 1.1; EphB4 antag = -1

CCOC(=O)CN1C(=O)C(O)(C2CCc3ccccc3C2=O)c2ccccc21 (stereo unspecified)
  PLK1 kinase inh = -16; S1P2 antag = 5; Plk1 PBD FP = -1; S1P2 ag = -2; PLAP activator = 1.2; FAK blocker = -1; Rev-RRE block = 9; MT1-MMP txn act = 1.2; EphB4 antag = 4

Nc1ccc(-c2nnc(-c3ccc(-c4ccccc4)cc3)o2)cc1
  PLK1 kinase inh = -14; S1P2 antag = 11; Plk1 PBD FP = -1; S1P2 ag = 0; PLAP activator = 0.9; FAK blocker = 4; Rev-RRE block = 5; MT1-MMP txn act = 1.9; EphB4 antag = 8

CCC(C(=O)O)n1c(C(F)(F)F)nc2ccccc21 (stereo unspecified)
  PLK1 kinase inh = -10; S1P2 antag = -16; Plk1 PBD FP = 3; S1P2 ag = -3; PLAP activator = 0.9; FAK blocker = -1; Rev-RRE block = 5; MT1-MMP txn act = 0.9; EphB4 antag = -4

Compound activity deposited in PubChem by several laboratories.
